# Screening results deposited in PubChem by National Center for Advancing Translational Sciences (NCATS).
# Pol kappa inh: blocks human DNA polymerase kappa activity. Q9UBT6. purified Pol kappa, fluorescent DNA synthesis assay, 10 min. Potency, µM (titrated, usually from 107 µM), inactives show at the highest dose activity, negative = inhibition, usual class: inhibitors. actives 0.53% (n = 400,000). AID 588579; note: % is set by controls: 0 for no effect and ±100 for the full control effect
#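 Enzyme at 10 nM met test compounds for 15 min at room temperature. Substrate addition (50 nM final) began the reaction, which was monitored by fluorescence at 0 and 10 min.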
# JMJD2A Tudor: blocks the human JMJD2A Tudor domain; AID 504339; Potency, µM (doses to about 114 µM), without a hit: at the top dose activity change, negative = inhibition, actives largely listed as inhibitors; AlphaScreen JMJD2A-Tudor / H3K4me3 peptide binding; actives 4.4% (n = 390,000); note: % is set by controls: 0 for no effect and ±100 for the full control effect; nearly all actives have a fitted effect of over 50% in size
# APEX1 inh: APE1 (human) endonuclease inhibition; P27695; recombinant APE1, TAMRA/BHQ-2 abasic DNA cleavage fluorescence; Potency, µM (series often up to 65.8 µM), inactives show at the highest dose activity change, negative = inhibition, usual class: inhibitors; actives 0.35% (n = 350,000);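 note: plate controls were vehicle for no effect and reference inhibitor for full effect; nearly all actives have a fitted effect of over 55% in size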
#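 Step 1: APE1 (0.75 nM) with compound, 15 min RT. Step 2: add 50 nM fluorophore/quencher THF duplex. Step 3: three fluorescence reads 60 s apart (525/598 nm); read 3 minus read 1 = reaction progress.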
# BLM inh: Bloom syndrome helicase (human) inhibition. P54132. recombinant BLM DNA unwinding, fluorescence dequenching. Potency, µM (series often up to 56.1 µM), without a hit: top-dose activity change, negative = inhibition, usual class: inhibitors. actives 0.2% (n = 350,000). AID 2528;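 note: plate controls were vehicle for no effect and no enzyme for full effect; nearly all actives have a fitted effect of over 35% in size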
# POLH inh: inhibitors of human DNA polymerase eta; recombinant Pol eta, fluorescent DNA replication assay; Potency, µM (top dose mostly 114 µM), for the others: at the highest dose activity change, negative = inhibition, actives largely listed as inhibitors; actives 1.2% (n = 390,000); AID 588591; note: % is set by controls: 0 for no effect and ±100 for the full control effect
#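 Pol eta at 10 nM preincubated with compounds 15 min at room temperature; reaction started with fluorescent substrate (50 nM final) and read kinetically at 0 and 10 min.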
# BAZ2B inh: BAZ2B (human) inhibition; AID 504333; AlphaScreen BAZ2B-H3K14Ac peptide displacement; actives 4.4% (n = 360,000); Potency, µM (titrated, usually from 114 µM), inactives show at the top dose activity change, negative = inhibition, actives largely listed as inhibitors; note: % is set by controls: 0 for no effect and ±100 for the full control effect; nearly all actives have a fitted effect of over 60% in size
# Target sequence (Q9UIF8 whole entry, looked up): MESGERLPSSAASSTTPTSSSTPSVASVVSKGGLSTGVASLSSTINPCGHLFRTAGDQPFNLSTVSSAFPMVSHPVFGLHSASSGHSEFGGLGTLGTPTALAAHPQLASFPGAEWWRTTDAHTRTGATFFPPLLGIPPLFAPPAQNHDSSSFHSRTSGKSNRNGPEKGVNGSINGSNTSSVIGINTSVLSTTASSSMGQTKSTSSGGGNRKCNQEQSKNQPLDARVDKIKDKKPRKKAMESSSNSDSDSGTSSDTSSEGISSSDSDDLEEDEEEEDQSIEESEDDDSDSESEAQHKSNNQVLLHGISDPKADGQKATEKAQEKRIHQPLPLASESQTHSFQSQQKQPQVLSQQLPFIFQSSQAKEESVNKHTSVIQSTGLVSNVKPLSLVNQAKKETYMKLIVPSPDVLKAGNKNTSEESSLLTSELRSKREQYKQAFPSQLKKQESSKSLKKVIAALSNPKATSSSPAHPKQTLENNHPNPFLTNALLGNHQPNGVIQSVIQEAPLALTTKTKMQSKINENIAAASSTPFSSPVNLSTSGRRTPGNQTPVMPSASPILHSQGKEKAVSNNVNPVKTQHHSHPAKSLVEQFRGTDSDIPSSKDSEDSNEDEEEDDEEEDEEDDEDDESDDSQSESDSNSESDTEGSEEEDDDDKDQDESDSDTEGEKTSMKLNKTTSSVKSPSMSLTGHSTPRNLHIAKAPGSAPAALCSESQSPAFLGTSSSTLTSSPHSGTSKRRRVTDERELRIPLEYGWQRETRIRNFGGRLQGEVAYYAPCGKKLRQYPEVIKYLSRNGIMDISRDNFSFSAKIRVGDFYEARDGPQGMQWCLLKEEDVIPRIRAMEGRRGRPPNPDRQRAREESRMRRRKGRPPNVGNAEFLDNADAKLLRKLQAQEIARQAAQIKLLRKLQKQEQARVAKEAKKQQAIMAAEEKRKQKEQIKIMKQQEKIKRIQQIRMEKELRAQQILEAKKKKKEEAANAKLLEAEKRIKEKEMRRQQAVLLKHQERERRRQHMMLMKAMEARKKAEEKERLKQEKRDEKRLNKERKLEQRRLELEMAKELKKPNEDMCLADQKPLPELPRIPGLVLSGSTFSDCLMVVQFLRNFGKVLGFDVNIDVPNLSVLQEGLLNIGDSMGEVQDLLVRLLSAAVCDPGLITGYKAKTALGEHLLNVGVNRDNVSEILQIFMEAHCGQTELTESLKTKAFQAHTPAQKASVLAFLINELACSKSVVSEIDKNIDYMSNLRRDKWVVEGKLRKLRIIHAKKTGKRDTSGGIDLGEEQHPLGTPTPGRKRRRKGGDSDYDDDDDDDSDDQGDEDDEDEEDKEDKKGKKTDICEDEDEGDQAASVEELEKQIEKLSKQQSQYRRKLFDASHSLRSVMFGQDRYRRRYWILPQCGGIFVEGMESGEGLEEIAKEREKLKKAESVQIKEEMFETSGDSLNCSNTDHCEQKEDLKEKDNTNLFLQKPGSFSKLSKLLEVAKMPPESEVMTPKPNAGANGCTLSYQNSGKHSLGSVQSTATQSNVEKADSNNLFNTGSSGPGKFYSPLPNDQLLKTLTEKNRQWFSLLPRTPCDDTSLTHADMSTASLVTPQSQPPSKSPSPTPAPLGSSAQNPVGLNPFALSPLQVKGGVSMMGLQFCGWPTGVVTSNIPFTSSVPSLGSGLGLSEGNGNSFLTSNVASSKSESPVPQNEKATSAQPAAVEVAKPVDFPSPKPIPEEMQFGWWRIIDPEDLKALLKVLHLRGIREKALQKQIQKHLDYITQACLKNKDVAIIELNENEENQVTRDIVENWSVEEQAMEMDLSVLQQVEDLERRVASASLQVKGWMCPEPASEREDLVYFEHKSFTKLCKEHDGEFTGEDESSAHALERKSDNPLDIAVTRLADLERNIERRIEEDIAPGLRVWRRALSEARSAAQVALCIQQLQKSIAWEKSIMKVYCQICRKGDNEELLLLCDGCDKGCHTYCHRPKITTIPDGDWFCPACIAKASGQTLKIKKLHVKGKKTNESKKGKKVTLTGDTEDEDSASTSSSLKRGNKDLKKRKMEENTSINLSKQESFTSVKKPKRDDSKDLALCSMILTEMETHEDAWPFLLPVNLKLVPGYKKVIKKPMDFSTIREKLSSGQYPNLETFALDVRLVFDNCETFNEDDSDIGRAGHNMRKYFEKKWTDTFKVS
#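 Compounds, titrated to a top concentration of 110 uM, were incubated 30 min at room temperature with preformed BAZ2B/acetyl-K14 H3 peptide complex (50 nM each). Proximity signal was measured by AlphaScreen after 20 min with beads.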
# G9a block: G9a (human) methyltransferase inhibition | Q96KQ7 | G9a H3K9 monomethylation, AlphaScreen, 2 h | Potency, µM (top dose mostly 102 µM), inactives show at the highest dose activity, negative = inhibition, hits mostly inhibitors | actives 8.8% (n = 350,000) | AID 504332; note: % is set by controls: 0 for no effect and ±100 for the full control effect; nearly all actives have a fitted effect of over 75% in size
#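 Using a bead-based AlphaScreen, monomethylated H3K9 product from 2 h room-temperature reactions (G9a 20 nM, peptide 500 nM, SAM 20 uM) was detected with 0.5 ug/mL rabbit anti-H3K9me1 antibody.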
# POLB inh: DNA polymerase beta (human) inhibition; Pol beta primer extension/strand displacement, fluorescence kinetic; Potency, µM (top dose mostly 114 µM), for inactives: at the highest dose activity change, negative = inhibition, hits mostly inhibitors; actives 1.3% (n = 340,000); AID 485314; note: % is set by controls: 0 for no effect and ±100 for the full control effect
#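 Curves were derived by four-parameter Hill fits of normalized qHTS data. The kinetic fluorescent primer-extension read was taken at 0 and 10 min after 50 nM substrate, following a 15 min room-temperature preincubation of 10 nM enzyme with compounds.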
# POLI inh: DNA polymerase iota (human) inhibition. actives 1% (n = 390,000). Potency, µM (highest dose often 115 µM), for inactives: at the top dose activity, negative = inhibition, usual class: inhibitors. Pol iota fluorescent replication assay, 10 min. AID 588590. Q9UNA4
#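 Pol iota at 10 nM preincubated 15 min with compounds at room temperature; reaction started with fluorescent substrate, 50 nM final. Fluorescence read kinetically at 0 and 10 min; buffer-only wells as negative control.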
# Starred values were filed as active, the others as inactive; ? = inconclusive; · = no result given; [ ] = remark or other dose. Calls come from the whole dose curve; as a rule, active = well fitted curve in the direction sought with a large enough effect; inconclusive = small, poorly fitted or top-dose-only effect, or another doubt; inactive = no such curve, though single readings can be large; an effect the other way counts as inactive or inconclusive. Potency is the fitted concentration of half-maximal effect. Not all compounds are listed, so the mix of outcomes need not match the whole.
SMILES,Pol kappa inh,JMJD2A Tudor,APEX1 inh,BLM inh,POLH inh,BAZ2B inh,G9a block,POLB inh,POLI inh
Nc1ncnc(SCc2c(F)cccc2Cl)n1,3%,0%,-3%,-9%,-1%,3%,-1%,-4%,43%
CCCS(=O)(=O)c1nc(S(=O)(=O)c2ccc(C)cc2)c(N2CCCC(C)C2)s1 (stereo not given),-3%,-22%,-14%,-8%,-10%,-13%,·,-20%,20%
CCC(=O)Nc1ccc(Cl)c(NC(=S)NC(C)=O)c1,5%,0%,1%,2%,-6%,-8%,28µM*,1%,-3%
CC(=O)c1cccc(N=c2scc(-c3ccc(S(=O)(=O)N4CCOCC4)cc3)n2CCO)c1,-8%,-34%[57.1 µM],4%,-3%,-7%,?,45µM*,1%,?
O=C(O)/C(=C\c1ccc(F)cc1)c1ccc(-c2ccccc2)cc1,-5%,-17%[57.1 µM],-13%,-6%,-11%,-29%,3%,?,108%[activator]
CCn1ccnc1[C@@H]1C[C@H]2CN(c3ccccc3OC)C(=O)[C@]23CCCN13,8%,0%,10%,-5%,1%,3%,28%,0%,43%[activator]
O=C(c1cc(-c2cccc(Br)c2)nc2ccccc12)N1CCCC1,-24%,-17%,9%,-5%,-17%,-15%,·,22µM*,?
Cc1ccc2c(c1)CCCN2C(=O)c1cc(C)on1,4%,0%,24%,-2%,10%,-2%,16%,12%,-17%
O=C(NCC1CCCO1)C1CCC(N2C(=O)c3ccccc3C2=O)CC1 (stereo not given),-1%[60.1 µM],-8%,3%,0%,5%,1%,-6%,-2%,-10%
COC(=O)c1ccc(CS(=O)(=O)c2ccc(C)cc2)cc1,-4%,37%[activator],-2%,-6%,-15%,-6%,-7%[12.7 µM],0%,7%

# Complete entries, looked up by structure. Screens in order: Pol kappa inh | JMJD2A Tudor | APEX1 inh | BLM inh | POLH inh | BAZ2B inh | G9a block | POLB inh | POLI inh
# O=C(c1cc(-c2cccc(Br)c2)nc2ccccc12)N1CCCC1 as listed: -24% | -17% | 9% | -5% | -17% | -15% | · | 22µM* | ?
# COC(=O)c1ccc(CS(=O)(=O)c2ccc(C)cc2)cc1 as listed: -4% | 37%[activator] | -2% | -6% | -15% | -6% | -7%[12.7 µM] | 0% | 7%
# CC(=O)c1cccc(N=c2scc(-c3ccc(S(=O)(=O)N4CCOCC4)cc3)n2CCO)c1 as listed: -8% | -34%[57.1 µM] | 4% | -3% | -7% | ? | 45µM* | 1% | ?

# Returning to the listing, starting 6 compounds before the break.
SMILES,Pol kappa inh,JMJD2A Tudor,APEX1 inh,BLM inh,POLH inh,BAZ2B inh,G9a block,POLB inh,POLI inh
O=C(O)/C(=C\c1ccc(F)cc1)c1ccc(-c2ccccc2)cc1,-5%,-17%[57.1 µM],-13%,-6%,-11%,-29%,3%,?,108%[activator]
CCn1ccnc1[C@@H]1C[C@H]2CN(c3ccccc3OC)C(=O)[C@]23CCCN13,8%,0%,10%,-5%,1%,3%,28%,0%,43%[activator]
O=C(c1cc(-c2cccc(Br)c2)nc2ccccc12)N1CCCC1,-24%,-17%,9%,-5%,-17%,-15%,·,22µM*,?
Cc1ccc2c(c1)CCCN2C(=O)c1cc(C)on1,4%,0%,24%,-2%,10%,-2%,16%,12%,-17%
O=C(NCC1CCCO1)C1CCC(N2C(=O)c3ccccc3C2=O)CC1 (stereo not given),-1%[60.1 µM],-8%,3%,0%,5%,1%,-6%,-2%,-10%
COC(=O)c1ccc(CS(=O)(=O)c2ccc(C)cc2)cc1,-4%,37%[activator],-2%,-6%,-15%,-6%,-7%[12.7 µM],0%,7%
O=C(NCCC(=O)N1CCCCCCC1)c1ccc(Cl)cc1,-17%,-8%,47%[activator],·,-15%,7%,-1%[0.501 µM],·,21%
NC(=O)c1nsc(C(=O)N(c2ccccc2)C(C(=O)NCc2ccc(F)cc2)c2ccc(O)cc2)c1N (stereo not given),0%,-16%,58%[activator],-3%,-18%,1%,?,27%,19%
CC1(C)CC(C)(c2ccc(O)cc2O)N(c2cccc(Cl)c2)C(=S)N1 (stereo not given),-2%,?,1%,-3%,?,?,?,18%,-5%
COC(=O)c1cc(-c2cccc([N+](=O)[O-])c2)c2c(=O)n(C)c(=O)n(C)c2n1,-6%,-15%,-5%,-2%,-3%,3%,-1%,27%,-3%
CCN(Cc1ccc2c(c1)OCCO2)C(=O)CN1C(=O)NC2(CCc3ccccc32)C1=O (stereo not given),9%,-9%,17%,·,-20%,0%,?,·,-16%
O=C(CN1C(=O)NC2(CCCCCCC2)C1=O)Nc1ccc(OC(F)F)cc1,-22%,-9%,23%,·,-19%,·,·,·,7%
Cc1ccc(C(=O)NCCCc2ccccc2)c(Cl)c1,-14%,-11%,25%,-4%,-8%,4%,2%[0.501 µM],13%,34%[activator]
CCOc1cc(N2CCOCC2)c(OCC)cc1NC(=O)COC(=O)c1cccc2ccccc12,-3%[60.1 µM],-24%,-1%,-2%,0%,-4%,-8%[59 µM],-2%,-15%
C/C(=N\NC(=O)c1ccc2ccccc2c1)c1cccnc1,1%,-14%,7%,1%,1%,-3%,16%,2%,10%
Nc1ccc2c(c1)C(=O)c1cc([N+](=O)[O-])ccc1-2,-5%,-27%,·,·,14%,·,·,·,72%[activator]

# Records listed so far that bear a hit mark in G9a block.
smiles	Pol kappa inh	JMJD2A Tudor	APEX1 inh	BLM inh	POLH inh	BAZ2B inh	G9a block	POLI inh
CCC(=O)Nc1ccc(Cl)c(NC(=S)NC(C)=O)c1	5%	0%	1%	2%	-6%	-8%	28µM*	-3%
CC(=O)c1cccc(N=c2scc(-c3ccc(S(=O)(=O)N4CCOCC4)cc3)n2CCO)c1	-8%	-34%[57.1 µM]	4%	-3%	-7%	?	45µM*	?

# Continued:
SMILES,Pol kappa inh,JMJD2A Tudor,APEX1 inh,BLM inh,POLH inh,BAZ2B inh,G9a block,POLB inh,POLI inh
Cc1[nH]c2ccccc2c1C(=O)C(C)Sc1nnc(C2CC2)o1 (stereo not given),-16%,-3%,-5%,·,-29%,10%,?,·,4%
Cc1cccc(OCCNc2cc(N3CCN(C)CC3)ccc2[N+](=O)[O-])c1,-1%,40µM*,10%,-9%,-24%,?,17%[59 µM],32%,-15%
Cc1ccc(C(=O)N2CC(C)CC(C)C2)cc1NC1=NC2CS(=O)(=O)CC2S1 (stereo not given),4%,-3%,63%[activator],3%,-19%,-32%,0%,-3%,19%
Nc1nc(-c2cc(O)ccc2[N+](=O)[O-])cc(-c2ccccc2)c1[N+](=O)[O-],-5%,-21%,-2%,-23%,89µM*,?,?,-9%,?
COc1ccc(-c2nc(CS(=O)(=O)CC(=O)NCCc3ccccc3)c(C)o2)cc1,-5%,-16%,3%,-4%,-3%,-10%,?,-11%,3%
O=C(CCC(=O)N1CCOc2ccccc21)Nc1ccc(F)cc1F,-12%,-14%,3%,2%,-20%,9%,·,30%,2%
CCOC(=O)N1CCC(NC(=O)CCc2nc(-c3ccccc3F)no2)CC1,1%,-13%,-5%,2%,4%,-17%,-28%,3%,7%
CCOC(=O)c1sc(NC(=O)CSc2nnc(C)s2)c(C(=O)OCC)c1C,0%,-4%,-6%,-4%,-5%,14%,8%,20%,18%
COc1cccc(C=NNC(=O)CCCC(=O)NN=Cc2cccc(OC)c2)c1,-13%,-17%,·,·,-15%,·,·,·,18%
O=C1/C(=C\c2ccccc2Cl)SC(=S)N1CCC(=O)N1CCCc2ccccc21,-1%,?,4%,2%,-21%,-33%,1%[59 µM],6%,10%
CN(CC(=O)Nc1cccc(F)c1)C(=O)CCc1nc2cc(S(=O)(=O)N3CCOCC3)ccc2n1C,-5%,-8%,3%,·,-9%,-5%,5%[0.501 µM],·,51%[activator]
Cc1cc([N+](=O)[O-])ccc1NC(=O)CSc1nncn1-c1cccnc1,-4%,-11%,58%,-4%,-9%,-35%,-21%,15%,41%[activator]
Cc1ccc(S(=O)(=O)c2cn(Cc3ccc(F)cc3)c3cc(F)c(F)cc3c2=O)cc1,2%,-1%,·,-2%,-14%,-2%,8%[59 µM],7%,16%
CN(C(=O)CSc1nnc(Nc2ccccc2F)s1)C1CCS(=O)(=O)C1 (stereo not given),-23%,-10%,9%,·,-3%,·,·,·,27%
CCCNC(=O)C1Cc2cc(S(=O)(=O)N3CCCCCC3)ccc2N1C(C)=O (stereo not given),-8%[60.1 µM],4%,·,-2%,-12%,-6%,-3%[12.7 µM],31%,22%
CC(C)CCNC(=O)C(c1ccco1)N(Cc1ccccc1)C(=O)c1snc(C(N)=O)c1N (stereo not given),-3%,-30%,-1%,-7%,-19%,-1%,?,3%,-9%[58.9 µM]
Cc1c(C=O)c2ccccc2n1CC(=O)N1CCc2ccccc2C1,-3%,-10%[11.4 µM],4%,-2%,2%,-5%,19%[59 µM],-18%,11%
Cc1ccccc1C(=O)NNC(=O)C1CCCN(c2ncccn2)C1 (stereo not given),1%,-9%,0%,-3%,-2%,1%,2%,7%,23%
O=[N+]([O-])c1cc(Cl)ccc1Nc1ccccc1,-20%,28µM*,0%,-4%,-13%,5µM*,11µM*,49%,13%
O=C(C1CC1)N1CCN=C1SCc1ccc(F)cc1,18%,-3%,0%,-8%,-4%,1%,-3%,19%,-7%
Cc1nnc(N2C(=O)c3oc4ccccc4c(=O)c3C2c2ccco2)s1 (stereo not given),?,-30%,?,-25%,?,-13%,20µM*,20µM*,?
